# Bioassay records (PubChem BioAssay)
# Wnt act – activators of Wnt/beta-catenin signaling. Wnt/beta-catenin reporter cell assay, activator, plate reader. activation, % at 9.35 µM. hit rate 1.2% among 300,000. AID 743398; in the data active = activation above about 30%, passing the limit was not always enough;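 also: 0% = neutral control wells and 100% = positive control wells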
# V-ATPase pH – regulators of yeast V-ATPase proton transport. S. cerevisiae, pHLuorin cytosolic pH fluorescence. response, % at 10 µM. hit rate 0.37% among 350,000; in the data active = response mostly above about 7.3%, no sharp cut-off; inactive = mostly below about 5.4%; also: actives read high; inactives centre near 0; some compounds called inactive have numbers as strong as hits; reference of the scale not given here
# SR-BI DiI inh – mouse SR-BI HDL lipid transfer inhibition. Q61009. ldlA[mSR-BI] CHO cells, DiI-HDL uptake fluorescence, 3 h. inhibition, % at 12.5 µM. hit rate 0.96% among 320,000. AID 488896;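 active = mean replicate inhibition of at least 70% and a set share of replicates each scoring 70 or more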;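 also: 0% = median of neutral control wells and 100% = median of positive control wells; values of inactives mirror those of a sister screen read the other way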
# CDK5 p35 inh – blocks human CDK5/p35 kinase activity; inhibition, % at 10 µM; AID 488839; Recombinant CDK5/p35, ADP-Glo luminescence, 60 min; hit rate 0.01% among 330,000;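 active = highest replicate inhibition of at least 50% and at least 75% of replicates reaching 50%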;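 also: plate controls were DMSO neutral control for no effect and GW8510 at 10 µM for full effect; many of its hits are not listed in these tables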
# NSD2 HMT inh – blocks human histone methyltransferase NSD2; hit rate 0.54% among 310,000; NSD2 peptide methylation, AlphaScreen, 120 min; inhibition, % at 12.5 µM; in the data active = inhibition above about 50%
# MITF TRPM1 HTS – MITF TRPM1 promoter activation in melanoma cells. SK-MEL-5 TRPM1-promoter luciferase, 24 h; % of positive control, neutral wells = 0. activation, % at 12.5 µM. hit rate 0.75% among 300,000;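 active = mean activation of at least 80% with every replicate also reaching 80%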;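 also: 0% = neutral control wells and 100% = parthenolide positive control wells; values of inactives mirror those of a sister screen read the other way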
# dFosB act – mouse delta FosB homodimer activation. hit rate 0.99% among 340,000. AID 493131. activation, % at 25 µM. P13346. purified delta FosB, TAMRA-CDK5 oligo fluorescence polarization; percent of positive-control signal above neutral wells;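 active = mean activation above about 17%, with every replicate also reaching it, limit read from the data, passing the limit was not always enough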;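 also: fluorescence polarization rise as delta FosB binds a TAMRA Cdk5 AP-1 oligo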
# PvdQ inh – P. aeruginosa PvdQ acylase inhibition; purified PvdQ acylase, fluorescence plate reader; inhibition, % at 10 µM; hit rate 0.063% among 340,000; in the data active = inhibition above about 30%, passing the limit was not always enough;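 also: 0% = vehicle neutral wells and 100% = reference inhibitor wells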
# HTR5A inv ag – HTR5A inverse agonism, opioid heterodimer counter-screen | hit rate 0.083% among 340,000 | inhibition, % at 9.3 µM | P47898 | AID 504634 | HTR5A cell line, luminescence; in the data active = inhibition mostly above about 23%, no sharp cut-off; inactive = mostly below about 18%;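 also: 0% = cells with DMSO and 100% = no-cell wells with DMSO; some compounds called inactive have numbers as strong as hits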
# HTR5A ag – HTR5A agonism, opioid heterodimer counter-screen; P47898; HTR5A agonist assay, luminescence, cell-based; activation, % at 9.3 µM; hit rate 0.61% among 340,000; in the data active = activation mostly above about 9.5%, no sharp cut-off; inactive = mostly below about 7.6%;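 also: 0% = cells with vehicle only and 100% = reference agonist; strong numbers were not always called active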
# The depositor's hits bear a star; / = no result given; & = joins results of further samples.
canonical_smiles,HTR5A inv ag,PvdQ inh,dFosB act,MITF TRPM1 HTS,Wnt act,CDK5 p35 inh,HTR5A ag,V-ATPase pH,SR-BI DiI inh,NSD2 HMT inh
N=C1C(c2ccc(Br)cc2)=C(O)C2CCc3ccccc3N12 (stereo not given),15,-6,-5,1,/,0.0,6,-2,26,2
Cc1ccc(OCCC(=O)Nc2ccc(S(=O)(=O)N3CCCC3)cc2)cc1,-3,-9,-11,9,-3,-2.6,6,-3,43,-1
COc1ccccc1-n1c(=O)oc2ccc(Cl)cc2c1=O,-21,-1,-6,-1,/,-0.7,1,2,-29,-1
CN(CC(=O)Nc1ccc(F)cc1)C(=O)COC(=O)/C=C/c1cccs1,12,-1,1,2,-6,1.7,-5,4,10,1
C/C(=N\NC(=S)NCc1ccccc1)c1ccc(C#N)cc1,-4,-4,1,9,-1,3.2,2,-2,-11,-2
COc1ccccc1NC(=O)CC1C(=O)NCCN1C(=O)Nc1ccc(Cl)c(Cl)c1 (stereo not given),-3,1,-23,/,/,-2.0,5,1,18,-2
CCOC(=O)N1CCN(c2nc3ccccc3n3cnnc23)CC1,5,5,-3,0,3,0.5,-3,5,/,0
O=[N+]([O-])c1cccc(S(=O)(=O)N2CCCCC2)c1,16,3,2,/,-1,0.1,-4,0,-22,1
O=C(CN1CCCCCC1)Nc1ccccc1F,15,-4,-10,/,/,-0.1,0,-1,-36,-1
O=C(CCC(=O)OCC(=O)c1ccc(-c2ccccc2)cc1)Nc1cccc(Cl)c1,3,11,-1,/,5,0.2,-2,-3,-12,-1
CSCCC(NC(=O)c1ccccc1Br)C(=O)NNC(=O)c1ccncc1 (stereo not given),3,-6,-2,-4,-3,0.7,-1,4,-9,-3
Cn1c(S(=O)(=O)Cc2ccc(Cl)cc2)nc2ccccc21,-5,2,-11,7,3,0.3,2,1,15,-7
COc1c2occc2c(OC)c2c(=O)cc(C)oc12,-1,-6,1,1,-3,-1.8,0,0,11,/
COc1ccc(CCNCC(=O)N2C(C)CCCC2C)cc1OC (stereo not given),9,-1,3,5,-1,1.0,-3,1,-11,17
COc1ccc(C(=O)Nc2ccc(NC(=O)C3CC3)cn2)cc1,9,-9,-3,13,2,0.6,-4,0,22,-5
O=S(=O)(Nc1nc2c(s1)CCCC2)c1ccc(F)cc1,6,-15,-2,-3,5,-1.0,8,1,-19,13
CCCCN(CC(=O)NC1CCCC1)C(=O)C(=O)Nc1ccc2c(c1)OCCO2,-6,-8,-8,7,2,0.0,-1,-1,-9,-3
CCOC(=O)Cc1cc(=O)[nH]c(Nc2nc3ccccc3o2)n1,-25,-14,-14,16,/,1.4,-2,-4,-32,0
COc1cc(C)ccc1OCCCOc1c(Cl)cccc1Cl,-1,1,5,35,1,0.6,0,-3,29,-5
C[C@H](CO)N1C[C@H](C)[C@@H](CN(C)Cc2ccncc2)Oc2c(NS(=O)(=O)c3cn(C)cn3)cccc2C1=O,6,-10,1,4,-1,0.8,0,3,-26,/
O=C(COC(=O)Cc1cccc(C(F)(F)F)c1)Nc1ccc2[nH]c(=O)[nH]c2c1,-7,5,-2,0,-2,-2.3,3,-1,-26,-1
CN1CCCC1=Nc1c2c(nc3ccccc13)N(C)CC2,7,0,-3,-12,2,3.2,3,0,-2,3
CCOc1ccc(C(=S)NC2CCCCC2)cc1OC,-4,-1,-2,7,-2,-1.8,-2,-2,19,0
Fc1ccccc1COc1ccc(/C=N/NC(=S)NCc2ccccc2)cc1,-4,-11,-14,/,8,1.8,3,2,25,-1
COc1ccc(CCNC(=O)C2CCN(S(=O)(=O)c3ccc(C)cc3)CC2)cc1,6,-6,4,/,-3,-1.8,-2,-4,40,-1
CCOC(=O)C1=C(C)Nc2ncnn2C1c1cc(Br)ccc1F (stereo not given),-13,0,-2,1,/,-0.4,5,3,3,1
Cc1cc(NS(=O)(=O)c2ccc(NC(=O)C(C(C)C)N3C(=O)c4ccccc4C3=O)cc2)nc(C)n1 (stereo not given),-8,-12,-3,-1,0,0.3,7,1,-16,-3
O=C1c2cccc3cc([N+](=O)[O-])cc(c23)C(=O)N1/N=C/c1ccc(O)cc1O,8,-5,-7,-13,-3,2.0,6,3,/,10
Cc1ccc(-n2c(N)cc(=O)nc2SCC(=O)N2CCN(c3ccccc3)CC2)cc1,-10,-7,-9,0,1,-0.6,0,0,0,0
O=C(C1CCN(S(=O)(=O)c2cccc3nsnc23)CC1)N1CC=C(c2ccccc2)CC1,10,1,-5,-13,-5,0.5,5,8,0,/
O=C(COc1ccccc1F)OCC(=O)N1CCc2ccccc21,-28,8,-3,-10,-2,1.6,4,2,4,-4
Cc1ccc(S(=O)(=O)N(CC(=O)N2CCOCC2)CC(=O)N2CCOCC2)cc1,-7,-17,0,-13,/,1.1,1,2,-7,-3
O=C(NCC1(N2CCCCC2)CCCCC1)c1cccc(S(=O)(=O)Nc2ccc(F)cc2)c1,-2,-1,-7,27,1,-0.6,0,0,-1,1
CCN(CC(=O)NCc1ccccn1)S(=O)(=O)c1cc(Cl)ccc1Cl,1,-15,-4,4,0,1.8,-1,-2,-21,4
C/C(CC(=O)N(C(C)C)C(C)C)=N\NC(=O)c1ccccc1Br,4,-27,5,-5,/,-5.1,-2,3,-26,-3
COc1ccc(S(=O)(=O)Nc2ccc3c(c2)CCC3)cc1,-4,-1,-8,-7,-1,0.1,2,1,7,-5
CC(C(=O)NC(C)(C)C)N1C(=O)c2cccc3cccc(c23)C1=O (stereo not given),-2,3,1,-6,1,-0.1,1,6,16,-3
CCOC(=O)c1c(S(=O)(=O)NCC(=O)N2CCN(c3ccc(F)cc3)CC2)c(C)n(C)c1C,-12,2,-8,1,-1,-0.5,1,3,21,0
CCCNC(=O)CN1C(=O)NC(CC)(c2ccc(F)cc2)C1=O (stereo not given),14,-16,-4,10,-2,1.0,-6,2,-15,6
CCN(C[C@H]1N[C@@](CC)(C(=O)OC)[C@H]2C(=O)N(C)C(=O)[C@@H]12)C(=O)c1ccc(C(C)(C)C)cc1,3,-10,1,12,-1,-3.0,-1,0,13,/
Cn1c(=O)cc(SCC(=O)NCCCN2CCN(c3ccc(F)cc3)CC2)c2ccccc21,-13,-4,-6,/,/,-3.0,5,-1,27,9
CCCCn1c(N)c(N(CCOC)C(=O)c2ccc(NC3CC3)c([N+](=O)[O-])c2)c(=O)[nH]c1=O,-2,2,-2,-12,/,-0.5,2,-2,-20,-4
COc1ccccc1N1CCN(C(=O)c2ccco2)CC1,13,-3,-3,-5,-1,-0.7,-5,1,-16,4
CCOC(=O)C(Cc1ccccc1)NC(=O)CCc1nnc2ccc(N3CCCCC3)nn12 (stereo not given),7,-9,-20,9,-2,-1.4,10,3,-1,8
Cn1c(=O)[nH]c(=O)c2c1nc(N1CCCCC1)n2CC(O)COc1ccccc1 (stereo not given),-1,7,2,/,-1,-0.9,0,0,-12,0
Cc1nnc(NC(=O)C2CCN(S(=O)(=O)c3ccc(F)c(Cl)c3)CC2)o1,-8,-13,-10,-2,0,-3.7,4,-2,-13,5
CC(=O)Oc1ccc(/C=N/NC2=NS(=O)(=O)c3ccccc32)cc1,10,-13,1,-2,0,-0.9,-3,1,-21,-1
Cc1ccc(C(=O)N/N=C\c2sccc2C)cn1,3,-3,0,43,27,1.9,4,-1,-3,0
COc1ccccc1/C=C/CN1CCC(CO)(Cc2ccccc2)CC1,8,6,-6,-4,0,0.1,-3,8,2,1
Cc1ccc(CN(C(=O)C(F)(F)F)C(C(=O)NC2CCCCC2)c2ccco2)cc1 (stereo not given),-8,-17,-1,-2,-4,-0.7,2,1,-1,1

# Reformatted with two lines to a compound: entries from further up
# Below each compound – HTR5A inv ag | PvdQ inh | dFosB act | MITF TRPM1 HTS | Wnt act | CDK5 p35 inh | HTR5A ag | V-ATPase pH | SR-BI DiI inh | NSD2 HMT inh
Cn1c(=O)cc(SCC(=O)NCCCN2CCN(c3ccc(F)cc3)CC2)c2ccccc21
 : -13 | -4 | -6 | / | / | -3.0 | 5 | -1 | 27 | 9
CCCNC(=O)CN1C(=O)NC(CC)(c2ccc(F)cc2)C1=O (stereo not given)
 : 14 | -16 | -4 | 10 | -2 | 1.0 | -6 | 2 | -15 | 6

# Additional entries:
canonical_smiles,HTR5A inv ag,PvdQ inh,dFosB act,MITF TRPM1 HTS,Wnt act,CDK5 p35 inh,HTR5A ag,V-ATPase pH,SR-BI DiI inh,NSD2 HMT inh
CCOc1ccc(NC(=O)C(C)Sc2nccn2C)cc1 (stereo not given),-3,-11,0,7,4,-0.4,-2,-4,-20,/
Cc1cc(=O)oc2cc(OCC(=O)Nc3ccc4[nH]c(=O)[nH]c4c3)ccc12,12,-19,6,2,0,-0.9,-5,6,-267,2
COc1ccc(N2CCN(C(=O)/C=C/c3ccco3)CC2)cc1,-13,3,-9,-8,0,-2.4,5,2,3,1
COC(=O)CCC(=O)NNC(=O)Cc1ccccc1,-15,-8,-6,12,-2,0.5,2,-1,-22,3
O=C(O)C1C2C=CC3(CN(C4CCCC4)C(=O)C13)O2 (stereo not given),-11,10,-7,3,0,3.4,4,6,-19,/
CC(C)CC1Nc2ncnc(N3CCN(c4ccccn4)CC3)c2N(Cc2ccccc2)C1=O (stereo not given),-1,-10,-3,14,-1&-1,-0.2,2,3,-21,/
COc1cc(Cl)ccc1OCc1cc(C(=O)N(C)CC2CCCCO2)no1 (stereo not given),5,-5,-7,50,40*,-1.1,1,-1,-15,-2
S=c1[nH]nc(COc2ccccc2)n1C1CCCCC1,-5,9,-4,-13,0,-1.9,1,1,1,4
CCCn1c(SCC(=O)Nc2cc(C)on2)n[nH]c1=O,-6,-21,0,-2,-4,-0.3,-4,1,-12,-2
Cn1c2ccccc2n2c(=O)c(Cl)c(-c3ccccc3)c(C#N)c12,5,-8,-4,7,7,0.4,0,3,-4,/
Cc1c(Cl)cccc1NC(=O)CC(Cc1ccccc1)C(=O)O (stereo not given),2,-20,5,9,3,-0.4,-1,3,-2,-2
COc1ccc(N2C(=O)/C(=C/c3ccc([N+](=O)[O-])cc3)C=C2c2ccccc2)cc1,-29,8,-3,-48,/,-3.7,11,0,96*,3
CCC(=O)c1c(NC)cc(C)oc1=O,11,1,0,3,-1,-0.5,-4,0,-19,0
N#Cc1cnc(N)c(Br)c1,16,-8,-8,1,-1,-0.7,-3,1,-13,-1
CCOc1ccc(-n2c(=O)[nH]cc(C(=O)N3CCc4ccccc43)c2=O)cc1,5,-14,-2,/,/,0.2,-2,-5,18,/
Cc1cc(NC(=O)CN2C(=O)CC(c3ccco3)Sc3ccccc32)no1 (stereo not given),-13,-2,-5,-14,-2,0.6,5,0,23,/
COc1ccc(S(=O)(=O)Nc2ccc3c(c2)CC(=O)N([C@@H](C)CO)C[C@@H](C)[C@@H](CN(C)Cc2ccccc2)O3)cc1,-27,-4,-6,5,-9,-0.8,6,-3,4,/
Cc1ccc(OCCNC(=O)c2cccc(S(=O)(=O)N3CCN(Cc4ccccc4)CC3)c2)cc1,-34,-6,-5,-1,-5,-0.4,-1,3,21,3
O=C(NCc1ccccc1)c1nncc(-c2ccccc2)n1,-4,13,0,25,-6,-0.8,2,-2,-21,/
Cc1onc(-c2ccccc2)c1C(=O)N1CCCN2C(=O)c3ccccc3C21 (stereo not given),3,-14,0,/,-3,-0.4,-1,-1,-15,2
Cc1ccccc1CNS(=O)(=O)c1c(C(=O)N2CCCCC2)c(C)n(C)c1C,-6,-2,1,-2,-4,0.1,2,-3,-3,-3
